p53 PUMA act: mutant p53 pathway re-activators, primary screen, cell-based, SW480, luciferase, single point, HTS. SW480 PUMA-promoter luciferase, p53 mutant reactivation. activation, % at 9.98 µM. actives 1.5% (n = 28,000); in the data active means activation above about 52%
STK33 kin inh: STK33 kinase inhibitors, primary screen, biochemical, luminescence, ADP-Glo, MBP substrate | inhibition, % at 12.5 µM | actives 0.44% (n = 27,000); in the data active means inhibition above about 20%
Target sequence (Q9BYT3 whole entry, looked up): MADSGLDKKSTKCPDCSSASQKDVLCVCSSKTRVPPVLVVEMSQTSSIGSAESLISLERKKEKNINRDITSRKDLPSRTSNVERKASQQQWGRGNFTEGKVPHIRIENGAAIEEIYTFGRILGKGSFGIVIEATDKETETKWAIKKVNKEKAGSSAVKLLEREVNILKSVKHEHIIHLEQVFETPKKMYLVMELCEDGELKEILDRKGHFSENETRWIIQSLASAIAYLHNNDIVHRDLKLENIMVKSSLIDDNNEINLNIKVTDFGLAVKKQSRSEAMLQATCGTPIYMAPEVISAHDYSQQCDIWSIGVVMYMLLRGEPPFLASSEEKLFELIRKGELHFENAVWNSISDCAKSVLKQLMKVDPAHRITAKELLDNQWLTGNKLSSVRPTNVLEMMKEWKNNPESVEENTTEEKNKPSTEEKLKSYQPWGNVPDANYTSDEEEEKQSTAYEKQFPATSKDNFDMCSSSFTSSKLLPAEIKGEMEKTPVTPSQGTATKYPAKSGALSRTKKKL
* hit, by the source's call; x = no result given. These rows are one share of the data; rates above refer to the full screens.

SMILES	p53 PUMA act	STK33 kin inh
C[C@@H]1CN([C@@H](C)CO)C(=O)c2cccc(NC(=O)c3ccc(-c4nccs4)cc3)c2O[C@H]1CN(C)S(=O)(=O)c1cn(C)cn1	5	x
CC(C)N1C(=O)[C@@]2(Cc3ccccc31)c1ccccc1C(=O)N(Cc1ccccc1)[C@H]2c1ccc(CO)cc1	x	-6
Cn1c(SCC(=O)Nc2ccc(Br)cc2)nnc1-c1ccccn1	20	0
CSc1ccc(Cn2cccc2C2=NC(C(C)C)CO2)cc1 (configuration not stated)	41	x
CCOC(=O)c1c(-c2ccc(C)o2)csc1NC(=O)CN1C(=O)c2ccccc2C1=O	-9	1
C[C@@H]1CN([C@@H](C)CO)C(=O)c2cc(N(C)C)ccc2O[C@H]1CN(C)Cc1ccc2c(c1)OCO2	-4	x
O=C1C(=O)N(Cc2cccnc2)C(c2ccccn2)C1C(=O)c1cccs1 (configuration not stated)	-1	2
CC(=O)Nc1cccc(O)c1	x	-15
COC(=O)C(CC#Cc1ccc2c(c1)[C@]1(C(=O)N2)[C@H](c2ccccc2OCCO)N2[C@H](c3ccccc3)[C@H](c3ccccc3)OC(=O)[C@H]2[C@@H]1C(=O)N1CCN(c2ncccn2)CC1)C(=O)OC	x	12
CO/N=C(/C(=O)N[C@@H]1C(=O)N2C(C(=O)O)=C(COC(C)=O)CS[C@H]12)c1csc(N)n1	x	-2
O=C(Nc1ccc(OCc2nc3ccccc3s2)cc1)c1ccc(Cl)cc1	28	-2
C[C@@H]1CCCCO[C@@H](CN(C)S(=O)(=O)c2ccccc2)[C@@H](C)CN([C@H](C)CO)C(=O)c2cc(NC(=O)c3ccccc3)ccc2O1	x	-2
C[C@H]1CN([C@@H](C)CO)C(=O)c2cccc(NC(=O)c3ccncc3)c2O[C@@H]1CN(C)S(=O)(=O)c1ccc(F)cc1	5	x
C[C@@H]1CN([C@H](C)CO)C(=O)c2cccc(NC(=O)NC3CCCCC3)c2O[C@@H]1CN(C)C(=O)NC1CCCCC1	-16	x
COc1ccc(OCC(=O)Nc2ccc3c(c2)C(=O)NC3=O)cc1	4	-1
C[C@@H]1CCCCO[C@H](CN(C)S(=O)(=O)c2ccc(Cl)cc2)[C@H](C)CN([C@H](C)CO)C(=O)c2cc(NS(C)(=O)=O)ccc2O1	-2	x
CNC[C@@H]1Oc2ccc(NC(=O)Cc3cn(C)c4ccccc34)cc2CC(=O)N([C@@H](C)CO)C[C@H]1C	-4	x
COc1ccc(S(=O)(=O)Nc2ccc3c(c2)C(=O)N([C@@H](C)CO)C[C@H](C)[C@H](CN(C)S(C)(=O)=O)O3)cc1	x	0
C[C@H]1CN([C@@H](C)CO)C(=O)Cc2cc(NC(=O)CCC(F)(F)F)ccc2O[C@@H]1CN(C)C(=O)Nc1cccc2ccccc12	-4	0
COc1ccc(CN(C)C[C@@H]2Oc3ccc(NC(=O)C4CC4)cc3CC(=O)N([C@@H](C)CO)C[C@@H]2C)cc1	11	-2
C[C@H](CO)N1C[C@H](C)[C@H](CN(C)C(=O)NC2CCCCC2)Oc2ncc(C#Cc3ccc(F)cc3)cc2C1=O	-6	1
C[C@@H]1CN([C@@H](C)CO)C(=O)c2cc(NC(=O)c3ccncc3)ccc2O[C@H]1CN(C)C	4	x
C[C@@H]1CN([C@H](C)CO)C(=O)Cc2cc(NS(=O)(=O)c3cn(C)cn3)ccc2O[C@H]1CN(C)C(=O)Nc1ccccc1	1	1
Cc1ccccc1NC(=O)CSc1nc(N)c(C#N)cc1C#N	27	-1
C[C@@H]1CN([C@@H](C)CO)C(=O)CCCn2nncc2CO[C@H]1CN(C)S(=O)(=O)c1ccc(Oc2ccccc2)cc1	x	-1

Ordered by length of the SMILES (falling): 13 of the compounds above.
SMILES	p53 PUMA act	STK33 kin inh
COC(=O)C(CC#Cc1ccc2c(c1)[C@]1(C(=O)N2)[C@H](c2ccccc2OCCO)N2[C@H](c3ccccc3)[C@H](c3ccccc3)OC(=O)[C@H]2[C@@H]1C(=O)N1CCN(c2ncccn2)CC1)C(=O)OC	x	12
C[C@@H]1CCCCO[C@@H](CN(C)S(=O)(=O)c2ccccc2)[C@@H](C)CN([C@H](C)CO)C(=O)c2cc(NC(=O)c3ccccc3)ccc2O1	x	-2
C[C@@H]1CCCCO[C@H](CN(C)S(=O)(=O)c2ccc(Cl)cc2)[C@H](C)CN([C@H](C)CO)C(=O)c2cc(NS(C)(=O)=O)ccc2O1	-2	x
C[C@@H]1CN([C@@H](C)CO)C(=O)c2cccc(NC(=O)c3ccc(-c4nccs4)cc3)c2O[C@H]1CN(C)S(=O)(=O)c1cn(C)cn1	5	x
COc1ccc(S(=O)(=O)Nc2ccc3c(c2)C(=O)N([C@@H](C)CO)C[C@H](C)[C@H](CN(C)S(C)(=O)=O)O3)cc1	x	0
C[C@H]1CN([C@@H](C)CO)C(=O)c2cccc(NC(=O)c3ccncc3)c2O[C@@H]1CN(C)S(=O)(=O)c1ccc(F)cc1	5	x
CC(C)N1C(=O)[C@@]2(Cc3ccccc31)c1ccccc1C(=O)N(Cc1ccccc1)[C@H]2c1ccc(CO)cc1	x	-6
CNC[C@@H]1Oc2ccc(NC(=O)Cc3cn(C)c4ccccc34)cc2CC(=O)N([C@@H](C)CO)C[C@H]1C	-4	x
CO/N=C(/C(=O)N[C@@H]1C(=O)N2C(C(=O)O)=C(COC(C)=O)CS[C@H]12)c1csc(N)n1	x	-2
CCOC(=O)c1c(-c2ccc(C)o2)csc1NC(=O)CN1C(=O)c2ccccc2C1=O	-9	1
COc1ccc(OCC(=O)Nc2ccc3c(c2)C(=O)NC3=O)cc1	4	-1
Cn1c(SCC(=O)Nc2ccc(Br)cc2)nnc1-c1ccccn1	20	0
CC(=O)Nc1cccc(O)c1	x	-15

(list continues)
SMILES	p53 PUMA act	STK33 kin inh
Cc1nc(-c2ccccc2)sc1C(=O)C1C(=O)C(=O)N(CCCN2CCOCC2)C1c1cccs1 (configuration not stated)	13	-2
Cc1ccccc1-c1ccc2c(c1)O[C@@H](CN(C)Cc1ccncc1)[C@@H](C)CN([C@H](C)CO)S2(=O)=O	-16	x
Cc1cc(C)nc(NS(=O)(=O)c2ccc(NC(=O)c3ccc(C(=O)c4ccccc4)cc3)cc2)n1	3	-2
C[C@H]1CN([C@@H](C)CO)C(=O)c2cc(NC(=O)NC3CCCCC3)ccc2O[C@@H]1CN(C)C(=O)Nc1cccc2ccccc12	-2	-1
C[C@H]1CN([C@@H](C)CO)C(=O)c2cccc(NC(=O)c3ccncc3)c2O[C@@H]1CN(C)CC1CC1	-4	x
CC12CCC(C(=O)NCCN3CCOCC3)(OC1=O)C2(C)C (configuration not stated)	-3	0
O=C(Cn1cnc2scc(-c3ccccc3)c2c1=O)Nc1cc(Cl)cc(Cl)c1	-8	2
C=CC[C@]12N=C(c3ccc(OCCCO)cc3)O[C@H]1c1ccccc1CN(C(=O)c1ccccc1)C2=O	x	10
C[C@H]1CN([C@@H](C)CO)C(=O)c2cc(NC(=O)CCCN(C)C)ccc2O[C@@H]1CN(C)CC1CCCCC1	x	0
C[C@H]1CN([C@@H](C)CO)C(=O)CCCn2nncc2CO[C@@H]1CN(C)Cc1ccccc1	0	1
C[C@@H]1CN([C@@H](C)CO)C(=O)Cc2cc(NS(=O)(=O)c3cn(C)cn3)ccc2O[C@@H]1CN(C)Cc1ccc(C(F)(F)F)cc1	3	-4
O=C(C[C@H]1C[C@H]2c3cc(NC(=O)NC4CCCC4)ccc3O[C@H]2[C@@H](CO)O1)NCCc1ccccc1	-2	x
Cc1ccc(-c2nnc(SCC(=O)Nc3ccccc3C(C)(C)C)n2C)cc1	-11	-2
O=C(O)c1ccc(-c2ccc3cc(C45CC6CC(CC(C6)C4)C5)c(O)cc3c2)cc1	19	x
C[C@@H]1CN([C@H](C)CO)S(=O)(=O)c2ccc(C3=CCCC3)cc2O[C@H]1CN(C)C(=O)c1ccccn1	-5	x
CN(Cc1ccccc1)C(=O)[C@H](Cc1ccc2ccccc2c1)NC(=O)[C@@H]1C[C@@H](O)CN1C(=O)c1cn(C)c2ccccc12	0	x
CC(C)(O)CC[C@@H](O)[C@](C)(O)[C@H]1CC[C@@]2(O)C3=CC(=O)[C@@H]4C[C@@H](O)[C@@H](O)C[C@]4(C)C3CC[C@]12C (some centres not stated)	-2	-3
Cc1noc(C)c1NC(=O)Nc1ccc2c(c1)C(=O)N([C@@H](C)CO)C[C@@H](C)[C@H](CN(C)C(=O)CCCN(C)C)OCCCC[C@@H](C)O2	-7	x
CC(C)NC(=O)N(C)C[C@@H]1OCCCC[C@@H](C)Oc2ccc(NC(=O)Nc3ccc(F)cc3)cc2C(=O)N([C@H](C)CO)C[C@@H]1C	1	1
CCCN(C)C[C@@H]1Oc2ncc(-c3cc4ccccc4o3)cc2C(=O)N([C@H](C)CO)C[C@@H]1C	-1	4
C[C@@H]1CN([C@H](C)CO)C(=O)c2cc(N(C)C)ccc2O[C@H]1CN(C)Cc1ccncc1	5	x
C[C@H]1CCCCO[C@@H](CN(C)C(=O)c2ccccc2)[C@@H](C)CN([C@@H](C)CO)C(=O)c2cc(NS(C)(=O)=O)ccc2O1	4	x
C[C@@H]1CCCCO[C@@H](CN(C)S(C)(=O)=O)[C@@H](C)CN([C@H](C)CO)C(=O)c2cc(NS(=O)(=O)c3cccs3)ccc2O1	x	0
Cn1c(CN2CCOCC2)nnc1SCC(=O)N1CCc2ccccc21	1	8
C[C@H](CO)N1C[C@H](C)[C@H](CN(C)C)Oc2ncc(-c3ccc(F)cc3)cc2C1=O	2	-2

The list continues:
SMILES	p53 PUMA act	STK33 kin inh
COc1cccc(C2CC(c3ccccc3OC)n3nc(N)nc3N2)c1 (configuration not stated)	x	-2
CCn1c(SCC(=O)Nc2ccc(F)cc2F)nnc1-c1ccco1	11	-1
COc1cc(NC(=O)Cn2nc(C(F)(F)F)c(Cl)c2C)cc([N+](=O)[O-])c1	-23	-3
COc1ccccc1NC(=O)c1ccc(CSc2nnnn2-c2ccccc2)cc1	16	1
CNC[C@H]1Oc2ccc(NC(=O)NC(C)C)cc2C(=O)N([C@H](C)CO)C[C@@H]1C	12	x
C[C@@H]1CN([C@@H](C)CO)C(=O)Cc2cc(NC(=O)C3CCCCC3)ccc2O[C@@H]1CN(C)C(=O)NC1CCCCC1	x	1
CCN(CC(=O)Nc1ccc(OC)c(Cl)c1)S(=O)(=O)c1ccc2ccccc2c1	-10	2
C[C@H](CO)N1C[C@H](C)[C@@H](CN(C)C(=O)NC2CCCCC2)Oc2ccc(NS(=O)(=O)c3ccc(F)cc3)cc2C1=O	3	x
C[C@H]1CN([C@@H](C)CO)C(=O)c2cc(NC(=O)Nc3ccc4c(c3)OCO4)ccc2O[C@@H]1CN(C)C(=O)Nc1ccc2c(c1)OCO2	3	x
C[C@H](CO)N1C[C@H](C)[C@@H](CN(C)S(=O)(=O)c2cccs2)Oc2ccc(NC(=O)C3CC3)cc2CC1=O	1	x
COc1ccc(CN(C)C[C@@H]2Oc3ccc(NC(=O)Nc4ccc(F)cc4)cc3CC(=O)N([C@H](C)CO)C[C@H]2C)cc1	x	1
Cc1ccccc1S(=O)(=O)N(C)C[C@@H]1OCc2cn(nn2)CCCC(=O)N([C@H](C)CO)C[C@@H]1C	x	1
C[C@H](CO)N1C[C@H](C)[C@H](CN(C)Cc2ccncc2)Oc2ccc(NC(=O)NC3CCCCC3)cc2CC1=O	2	6
CCCNC(=O)N(C)C[C@@H]1Oc2ncc(C#CCc3ccccc3)cc2C(=O)N([C@H](C)CO)C[C@@H]1C	9	x
COc1cc(NC(=O)CN(C)S(=O)(=O)c2ccc(C)cc2)c(OC)cc1Cl	18	-1
Cc1noc(C)c1S(=O)(=O)Nc1ccc2c(c1)C(=O)N([C@H](C)CO)C[C@H](C)[C@H](CN(C)C(=O)Nc1cccc3ccccc13)OCCCC[C@@H](C)O2	x	-6
CS(=O)(=O)N(CC(=O)NC1CC2CCC1C2)c1cc(Cl)c(Cl)cc1Cl (configuration not stated)	-11	-2
C[C@@H]1CN([C@@H](C)CO)C(=O)Cc2cc(NC(=O)Cc3cn(C)c4ccccc34)ccc2O[C@@H]1CN(C)C(=O)Nc1ccc(F)cc1	-5	-1
C[C@@H]1CN([C@H](C)CO)C(=O)c2cc(-c3ccncc3)cnc2O[C@H]1CN(C)S(=O)(=O)c1ccccc1	-1	x
Cn1c(=O)c2c(nc(SCC(=O)Nc3ccc(N4CCOCC4)c(Cl)c3)n2C)n(C)c1=O	9	1
Cc1noc(C)c1S(=O)(=O)N(C)C[C@H]1OCCCC[C@H](C)Oc2ccc(NS(=O)(=O)c3cn(C)cn3)cc2C(=O)N([C@H](C)CO)C[C@@H]1C	1	x
C[C@H]1CN([C@@H](C)CO)C(=O)Cc2cc(N(C)C)ccc2O[C@@H]1CN(C)Cc1ccc(C(=O)O)cc1	x	0
COc1ccc(S(=O)(=O)Nc2ccc3c(c2)CC(=O)N([C@@H](C)CO)C[C@H](C)[C@@H](CN(C)C(=O)NC(C)C)O3)cc1	9	2
CC(Oc1ccc(C(=O)Nc2ccc(Cl)cc2)cc1)C(=O)Nc1ccc(Br)cc1 (configuration not stated)	-52	3
CCC(Oc1ccccc1)C(=O)Nc1cccc(NC(C)=O)c1 (configuration not stated)	-7	3

Additional compounds:
SMILES	p53 PUMA act	STK33 kin inh
COC(=O)c1cc(C)sc1NC(=S)Nc1ncn(Cc2ccc(F)cc2Cl)n1	5	0
COc1cccc(OCC(=O)Nc2ccc(-c3nc4ccccc4o3)cc2)c1	40	-4
C[C@@H]1CN([C@H](C)CO)C(=O)Cc2cc(NC(=O)Nc3ccc(C(F)(F)F)cc3)ccc2O[C@@H]1CN(C)C(=O)Nc1ccccc1	x	-2
Cc1ccc2c(C)nc(Nc3nc(CSc4nnc(C)s4)cc(=O)[nH]3)nc2c1	42	6
O=C(NCCCN1CCCCCC1)C(c1ccccc1)C1CCCCC1 (configuration not stated)	-9	x
Cc1noc(C)c1S(=O)(=O)N(C)C[C@H]1Oc2c(cccc2N(C)C)C(=O)N([C@@H](C)CO)C[C@H]1C	-8	x

Bioassay records from PubChem BioAssay.
